Compound activity: PubChem, National Center for Advancing Translational Sciences (NCATS)
KAT2A inh: blocks human GCN5L2 histone acetyltransferase; 390,000 compounds, 0.21% hits; Q92830; Potency, µM (doses to about 58.9 µM), without a hit: top-dose activity change, negative = inhibition, most hits filed as inhibitors; GCN5L2 HAT assay, ThioGlo1 CoA-SH fluorescence
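GCN5L2 (20nM final) in 50mM HEPES, 0.1mM EDTA pH 7.5, 0.01% Tween-20 was preincubated 15 min at room temperature with compound, then given ThioGlo1 (50uM), H3(1-25) peptide (75uM) and acetyl-CoA (70uM); CoA-thiol fluorescence (Ex340/Em540) was read at 0 and 20 min.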
TDP1 cell noCPT: qHTS for Inhibitors of human tyrosyl-DNA phosphodiesterase 1 (TDP1): qHTS in cells in absence of CPT; DT40 Tdp1-/- hTDP1 cells, no CPT, ATP luminescence, 48 h; Potency, µM (titrated, usually from 46.2 µM), inactives show at the top dose activity change, negative = growth inhibition, usual class: inhibitors; 420,000 compounds, 15% hits; AID 686978, 2013; further: nearly all actives have a fitted effect of over 55% in size
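Readout: luminescence from CellTiter-Glo after 30 min in the dark at RT. Cells: DT40 Tdp1-/- with stable hTDP1, 400/well. Exposure: compounds alone, ≥48 hr, 37 °C.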
TDP1 block: blocks human tyrosyl-DNA phosphodiesterase 1 | AID 485290 | 350,000 compounds, 0.28% hits | recombinant TDP1, AlphaScreen DNA substrate cleavage | Potency, µM (top dose mostly 130 µM), inactives show at the top dose activity change, negative = inhibition, actives largely listed as inhibitors; further: nearly all actives have a fitted effect of over 40% in size
Target sequence (Q9NUW8 whole entry, looked up): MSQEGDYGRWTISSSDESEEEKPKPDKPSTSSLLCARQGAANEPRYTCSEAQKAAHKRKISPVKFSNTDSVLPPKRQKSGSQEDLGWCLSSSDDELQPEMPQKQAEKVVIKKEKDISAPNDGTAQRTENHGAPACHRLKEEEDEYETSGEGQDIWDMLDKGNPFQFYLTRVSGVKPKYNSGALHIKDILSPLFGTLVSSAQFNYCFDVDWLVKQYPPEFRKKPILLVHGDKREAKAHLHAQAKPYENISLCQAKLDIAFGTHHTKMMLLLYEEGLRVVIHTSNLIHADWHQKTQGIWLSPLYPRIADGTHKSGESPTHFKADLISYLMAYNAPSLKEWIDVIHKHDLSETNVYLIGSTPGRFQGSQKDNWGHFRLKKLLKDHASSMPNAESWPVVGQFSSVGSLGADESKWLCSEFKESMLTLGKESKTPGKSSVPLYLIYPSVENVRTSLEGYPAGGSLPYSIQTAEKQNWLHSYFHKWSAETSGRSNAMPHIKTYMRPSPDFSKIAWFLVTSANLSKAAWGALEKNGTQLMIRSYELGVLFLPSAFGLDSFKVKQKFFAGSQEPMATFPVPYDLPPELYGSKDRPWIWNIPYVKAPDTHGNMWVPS
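Tdp1 1 nM final; 15 min RT w/ cpd; substrate 15 nM, 5 min; beads 10 ug/ml, 10 min; AlphaScreen read. Neg ctrl: no enzyme.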
An asterisk follows results filed as active; ? = inconclusive; / = not tested or not shown; & = joins results of further samples; [ ] = dose if it differs, or a comment. The call rests on the fitted dose curve; in most records, active means well fitted curve in the direction sought with a large enough effect; inconclusive means small, poorly fitted or top-dose-only effect, or another doubt; inactive means no such curve, though single readings can be large; an effect the other way counts as inactive or inconclusive. On the % scale 0 is the no-effect control and ±100 the full control effect; potency means the concentration at half of the fitted maximal effect. Only part of the results is shown, so the mix of outcomes need not match the whole.

cpd | Structure | KAT2A inh | TDP1 cell noCPT | TDP1 block
1 | O=C(NC1CC(=O)N(c2ccccc2)C1)c1ccc(Br)o1 (centres undefined) | 0% | -22% | 10%
2 | Cc1cccc(OCC(=O)NNC(=O)Cn2c(=O)cnc3ccccc32)c1 | -1% | ? | /
3 | O=C(COC(=O)c1ccc(Cl)c(S(=O)(=O)N2CCCC2)c1)NC1CCCC1 | -9% | -16% | -4%
4 | CS(=O)(=O)Nc1ccc(C(=O)NCc2ccco2)cc1 | 1% | -2% | 4%
5 | COc1ccccc1OCCn1cc(/C=N/NC(=O)c2ccncc2)c2ccccc21 | -6% | 18µM* | /
6 | CCSc1nnc(NC(=O)c2ccco2)s1 | -2% | -21% | 3%
7 | O=C(c1ccco1)N1CCN(Cc2cc(=O)c(OCc3cccc(Cl)c3)co2)CC1 | -4% | -14% | 0%
8 | CCOC(=O)C1(Cc2cccc(OC)c2)CCCN(Cc2c(C)nn(C(C)C)c2C)C1 (centres undefined) | 1% | ? | -4%
9 | C1CCC2=NCCCN2CC1 | -12% | 1% | 4%
10 | COC(=O)c1ccccc1NC(=O)/C=C/c1ccco1 | 22% | ? | 3%
11 | O=C1CN(C(=O)c2ccc(S(=O)(=O)N3CCCCC3)cc2)C(c2ccc(F)cc2)c2cc(F)ccc2N1 (centres undefined) | -4% | ? | 6%
12 | COc1ccccc1CNC(=O)[C@H](C)NC(=O)C1CCN(C(=O)[C@@H](N)CCSC)CC1 | -1% | 0% | /
13 | Cn1cc(-c2cc3n(n2)CCC(=O)N3CCCC(=O)NCc2ccc(Cl)cc2)c2ccccc21 | 14% | ? | 1%
14 | O=S1(=O)CCC(n2nccc2-c2ccccc2)C1 (centres undefined) | 1% | 3% | /
15 | Cc1cccc(C(=O)Nc2nnc(S(=O)(=O)N(C)Cc3ccco3)s2)c1 | -7%&-2% | ? | 6%&-1%
16 | CC(C)(C)c1nnc(NC(=O)c2cccnc2Cl)s1 | -1% | 4% | /
17 | Cc1onc(-c2ccccc2Cl)c1C(=O)N1CCN(c2cccc(Cl)c2)CC1 | -1% | 1.5µM* | 4%
18 | O=C(CCCCl)NC(=S)Nc1ccc(CN2CCOCC2)cc1 | 3% | ? | 5%
19 | O=C(CSc1nc2ccccc2n1Cc1ccccc1)NCc1ccccc1 | 6% | 23µM* | -4%
20 | Cc1ccc2c(N)c(C)ccc2c1 | -6% | -24% | 5%
21 | O=C1Nc2cc(Cl)c(Cl)cc2N(O)N1c1ccccc1Cl | -14% | 3% | 3%
22 | N/C(=N\OC(=O)c1ccc(Cl)cc1[N+](=O)[O-])c1cccnc1 | -4% | ? | 9%
23 | CCOCCc1nn2c(=O)cc(CSCC(=O)Nc3ccccc3)nc2s1 | -4% | 12% | 4%
24 | O=C(c1ccc(Cn2ccc([N+](=O)[O-])n2)cc1)N1CCN(Cc2ccccc2)CC1 | -2% | ? | 4%
25 | COc1ccc(NC(=S)N2CCC(NC(=O)c3ccccc3C)CC2)cc1 | -1% | -8% | /
26 | CCOC(=O)c1ccc2nc(C)c(CCC(C)=O)c(Cl)c2c1 | 1% | -2% | -7%
27 | CC(Oc1ccc(F)cc1F)C(=O)/C=C/N(C)C (centres undefined) | 1% | -3% | 3%
28 | CC(C)Nc1ncnc2c1cnn2-c1ccccc1 | -3% | ? | 0%
29 | Cc1nn(Cc2ccccc2Cl)c(C)c1NC(=O)CCCn1nc([N+](=O)[O-])c(Cl)c1C | -3% | ? | -1%
30 | Cc1cc(C)cc(NC(=O)c2ccc3c(c2)CCN3S(C)(=O)=O)c1 | -1% | 2% | /

cpd | Structure | KAT2A inh | TDP1 cell noCPT | TDP1 block
31 | COc1ccc(CCn2c(-c3ccco3)nc3nc4ccccc4nc32)cc1OC | -24% | / | 12%
32 | COc1ccccc1CN1C[C@@H]2C[C@@H](c3ccc4nsnc4c3)N3CCC[C@@]23C1=O | -19% | 23µM* | /
33 | COc1cc2c(=O)n(CCC(=O)NCC3CCCO3)c(=O)n(CC(=O)Nc3ccc(F)cc3)c2cc1OC (centres undefined) | -2%&-5% | -11%&-16% | 4%&-3%
34 | O=c1oc(-c2cccs2)nc2sc3c(c12)CCCC3 | -9%[0.501 µM] | -11% | -2%
35 | O=C(COC(=O)c1ccc(O)cc1O)Nc1cc(-c2ccccc2)nn1-c1ccccc1 | -7% | 18µM* | 0%
36 | C=CCNC(=O)CSc1nc2sccc2c(=O)n1-c1ccccc1 | -11% | -20% | 2%
37 | Cc1ccc(NC(=O)c2ccc([N+](=O)[O-])cc2Cl)nc1 | 0% | -11% | 3%
38 | Cc1noc(C)c1-c1nc(N(C)Cc2ccco2)c2ccccc2n1 | -12% | ? | /
39 | Cc1ccc(C(=O)NCCNC(=O)c2ccccn2)cc1 | -3% | -18% | /
40 | Cc1ccc(C2CCN(C(=S)NC3CCCCC3)C2)cc1 (centres undefined) | 0% | 18µM* | 8%
41 | COc1ccc(-c2nc3ccc(Cl)cn3c2Nc2ccc(C)cc2)cc1 | 1% | ? | -2%[12.3 µM]
42 | COC(=O)C(Cc1ccc(O)cc1)N1Cc2ccccc2C1=O (centres undefined) | 6% | 6% | /
43 | O=C(NCCc1ccc(Cl)cc1)c1cc2ccccn2n1 | -2% | -3% | 5%
44 | CC(=O)Nc1cc(C(=O)NCc2ccc(F)cc2)ccc1Sc1ccc(F)cc1 | 2% | -97% | 10%
45 | COc1cc2nc(NCC(C)c3ccccc3)n3nc(-c4ccccc4)nc3c2cc1OC (centres undefined) | 1% | 13µM* | 2%
46 | CCOC(=O)c1cnc(SCC(=O)N2CCc3ccccc32)nc1N | 0% | 1% | 2%
47 | Cc1cc(Cl)ccc1Oc1nc(-c2ccccc2)ncc1S(C)(=O)=O | -2% | ? | -4%
48 | COc1cc2c(cc1OC)CN(C(=O)c1ccc(OC)c(S(=O)(=O)N3CCCC3)c1)CC2 | 2% | 29µM* | 11%
49 | COc1cc2c(cc1OC)C(c1cc3cc4c(cc3[nH]c1=O)OCO4)N(C(=O)C1CC1)CC2 (centres undefined) | -5% | -3% | 0%
50 | COc1ccc(CCNC(=O)c2cc(-c3cc(C)c(C)cc3O)n[nH]2)cc1OC | -5% | ? | 1%
51 | CC(C)(C)c1ccc(OCC(=O)NCc2ccco2)c(Br)c1 | -11% | 23µM* | 3%
52 | CCCn1nnc(NC(=O)COc2cc(C)ccc2C(C)C)n1 | -4% | -12% | 2%
53 | CN1CCN(CC(O)COCc2ccc3c(c2)OCO3)CC1 (centres undefined) | 1% | 4% | 8%
54 | CC(C(=O)N1CCc2ccccc21)N1CCN(S(=O)(=O)c2cccs2)CC1 (centres undefined) | -3% | ? | 2%
55 | OC1CCN(c2c3c(nc4cc(-c5cccc(F)c5)nn24)CCCC3)CC1 | 2% | 21µM* | -1%
56 | CCCCCC1CCC(c2nnc(SCC(C)=O)o2)CC1 (centres undefined) | -7% | -4% | 2%
57 | COc1ccc(S(=O)(=O)Nc2ccccc2C(=O)NCc2cccnc2)cc1OC | -4% | 9% | /
58 | Cc1ccc(-c2ccc(/C=N/NC(=O)c3ccccc3O)o2)cc1 | -12% | / | -5%
59 | NS(=O)(=O)c1ccc(CCNC(=O)COC(=O)C2CCC2)cc1 | -1% | 16% | -4%
60 | COc1ccc(N2C(=O)/C(=C/N(C)C)NC2=S)cc1 | -8% | 3% | /

Reprinted, compounds 1–12
cpd | Structure | KAT2A inh | TDP1 cell noCPT | TDP1 block
1 | O=C(NC1CC(=O)N(c2ccccc2)C1)c1ccc(Br)o1 (centres undefined) | 0% | -22% | 10%
2 | Cc1cccc(OCC(=O)NNC(=O)Cn2c(=O)cnc3ccccc32)c1 | -1% | ? | /
3 | O=C(COC(=O)c1ccc(Cl)c(S(=O)(=O)N2CCCC2)c1)NC1CCCC1 | -9% | -16% | -4%
4 | CS(=O)(=O)Nc1ccc(C(=O)NCc2ccco2)cc1 | 1% | -2% | 4%
5 | COc1ccccc1OCCn1cc(/C=N/NC(=O)c2ccncc2)c2ccccc21 | -6% | 18µM* | /
6 | CCSc1nnc(NC(=O)c2ccco2)s1 | -2% | -21% | 3%
7 | O=C(c1ccco1)N1CCN(Cc2cc(=O)c(OCc3cccc(Cl)c3)co2)CC1 | -4% | -14% | 0%
8 | CCOC(=O)C1(Cc2cccc(OC)c2)CCCN(Cc2c(C)nn(C(C)C)c2C)C1 (centres undefined) | 1% | ? | -4%
9 | C1CCC2=NCCCN2CC1 | -12% | 1% | 4%
10 | COC(=O)c1ccccc1NC(=O)/C=C/c1ccco1 | 22% | ? | 3%
11 | O=C1CN(C(=O)c2ccc(S(=O)(=O)N3CCCCC3)cc2)C(c2ccc(F)cc2)c2cc(F)ccc2N1 (centres undefined) | -4% | ? | 6%
12 | COc1ccccc1CNC(=O)[C@H](C)NC(=O)C1CCN(C(=O)[C@@H](N)CCSC)CC1 | -1% | 0% | /

Going on with the list:
cpd | Structure | KAT2A inh | TDP1 cell noCPT | TDP1 block
61 | O=C(c1ccc(F)cc1)C1CCN(C(=S)Nc2ccccc2Cl)CC1 | 0% | 1% | 1%
62 | COc1ccccc1NC(=O)Cn1ccn(-c2cc(C)cc(C)c2)c(=O)c1=O | -11% | -10% | -3%
63 | Cc1ccc2nc(Nc3ccc(C)c(Cl)c3)c3nncn3c2c1 | -5% | ? | /
64 | Cc1ccc(Cn2c(SCc3cccnc3)nc3c2c(=O)n(C)c(=O)n3C)cc1 | -8% | ? | 5%
65 | COCC(=O)N1CCC(Oc2ccc(C(=O)NCc3csc(C(C)C)n3)cc2)CC1 | -2% | 11% | 1%
66 | Cc1cc(NC(=O)C(C)Oc2ccc(Cl)cc2Cl)no1 (centres undefined) | -3% | -23% | -3%
67 | CCN(CC(=O)Nc1ccc([N+](=O)[O-])cc1OC)c1ccccc1 | -3% | ? | 4%
68 | CC(Oc1ccccc1F)C(=O)NNC(=O)CCS(=O)(=O)c1ccccc1Cl (centres undefined) | -5% | 12% | /
69 | C/C(=C\c1ccc2c(c1)OCO2)C1Nc2cccc3cccc(c23)N1 | 1% | / | 8%
70 | Cc1ccc(NC(=S)NC(NC(=O)c2ccco2)C(Cl)(Cl)Cl)cc1 (centres undefined) | -3% | ? | 9%
71 | CCc1nn(CC(=O)NC(C)CCc2ccccc2)c(=O)c2cc3cc(F)ccc3n12 (centres undefined) | -10%&-9% | ? | 1%&-3%
72 | COC(=O)C1CCN(C(=O)COC(=O)[C@@H]2CC(O)CN2S(=O)(=O)c2ccc3c(c2)OCCO3)CC1 (some centres undefined) | 1% | 1% | 0%
73 | COc1ccc(O)c(CN2CCCC(C(=O)Nc3cccc(-n4cccn4)c3)C2)c1 (centres undefined) | -24% | ? | 6%
74 | COc1ccccc1C1NC(=O)NC(C)=C1C(=O)Nc1cccc(C)c1C (centres undefined) | -1% | -10% | 0%
75 | CN(CC(=O)Nc1cccc(F)c1)C(=O)c1ccc(OCc2ccccc2)cc1 | -2% | ? | 1%
76 | Cc1cc2cc(CNC(=O)c3cccc([N+](=O)[O-])c3)ccc2[nH]1 | -10% | -22% | 11%
77 | CC(C)(C)OC(=O)N1CCC(C(=O)N[C@H](Cc2ccccc2)C(=O)O)CC1 | 2% | -3% | 3%
78 | N#Cc1c(/N=C/c2cccs2)sc2c1CCC2 | -3% | -23% | 12%
79 | Cc1ccc(C)c(Nc2c(F)c(F)c(F)c(F)c2C(=O)O)c1 | 0% | -24% | 2%
80 | CCCN(CCC)CC(O)CN(c1cc([N+](=O)[O-])ccc1OC)S(=O)(=O)c1ccccc1 (centres undefined) | 0% | ? | 2%
81 | Cn1nc(N)c2c(-c3ccccc3)c(C#N)c(N)nc21 | 1% | ? | 3%
82 | Cc1ccc(S(=O)(=O)N2CCC(=O)N([C@H](COCc3cccc(C)c3)Cc3ccccc3)CC2)cc1 | ? | / | 4%
83 | CCN(CC)CCN(C(=O)c1ccc(CN2CCCCC2)o1)C(C(=O)NC1CCCCC1)c1ccc(F)cc1 (centres undefined) | -2% | ? | 6%
84 | COc1cc(NC(=O)c2ccccc2-c2ccccc2)cc(OC)c1OC | -8% | / | -1%
85 | COc1ccc(OCC(=O)NCCC2=CCCCC2)c([N+](=O)[O-])c1 | -3% | ? | 5%
86 | Cc1cc(Cl)ccc1OCC(=O)N(Cc1ccco1)Cc1ccccc1F | -8% | 16µM* | 0%
87 | O=C(NCC(c1ccco1)N1CCCCC1)c1ccc(NS(=O)(=O)c2ccc(F)cc2)cc1 (centres undefined) | -1% | ? | 4%
88 | CCn1c(=O)c2cc(C(=O)Nc3cc(OC)c(OC)c(OC)c3)sc2c2ccccc21 | 3% | 6.5µM* | 1%
